Bioassay records from PubChem.
KinaseGlo FLuc = blocks Kinase-Glo luciferase, a counter-screen artifact | Q27757 | Kinase-Glo luciferase, ATP luminescence, 8 min | Potency, µM (series often up to 38.3 µM), for the others: at the highest dose activity change, negative = inhibition, actives largely listed as inhibitors | actives 0.28% (n = 200,000); note: potency is the fitted concentration of half-maximal effect; % is set by controls: 0 for no effect and ±100 for the full control effect; nearly all actives have a fitted effect of over 60% in size
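Recombinant Kinase-Glo luciferase, 10 uM ATP (linear range), luciferin; imidazole pH 7.2 / KCl / MgCl2 / Tween / BSA buffer; 8 min RT; luminescence.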
HTT cytoprotect = cytoprotection in Huntington HTT-Q103 PC12 cell model | AID 1471 | PC12 HTT-Q103 induced, cytoprotection, ATP luminescence, 40 h | actives 0.14% (n = 230,000) | Potency, µM (doses to about 56.4 µM), for the others: cytoprotection (ATP increase), usual class: activators;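 note: potency is the fitted concentration of half-maximal effect; % of control where 0% means no effect; nearly all actives have a fitted effect of over 45% in size; toxic huntingtin expression switched on by the ecdysone agonist tebufenozide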
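Huntington model: PC12 line, ecdysone-inducible HTTQ103 exon1–GFP, tebufenozide 100 nM. Test articles in a dose series. Endpoint luminescence from cellular ATP.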
SMN2 splice up = enhancers of SMN2 splice variant expression | Potency, µM (highest dose often 46.1 µM), inactives show at the top dose activity change, positive = activation, hits mostly activators | HEK293 SMN2-luciferase splicing reporter, luminescence, 30-36 h | AID 1458 | actives 2.8% (n = 210,000); note: potency is the fitted concentration of half-maximal effect; % of control where 0% means no effect; nearly all actives have a fitted effect of over 55% in size
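HEK293 cells carry an SMN2 minigene-luciferase reporter in which exon 7 inclusion puts luciferase in frame. Cells were seeded at 2000 cells/well, attached for 10-12 hours, then exposed to compounds for 30-36 hours at 37C before ONE-Glo luminescence.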
HTT aggregate = reduces HttQ103-GFP aggregates in PC12 cells | actives 1.1% (n = 220,000) | Potency, µM (titrated, usually from 46.1 µM), for inactives: at the top dose activity change, negative = inhibition, actives largely listed as inhibitors | PC12 HttQ103-GFP aggregates, Acumen cytometry, 40 h; note: potency is the fitted concentration of half-maximal effect; % is set by controls: 0 for no effect and ±100 for the full control effect; nearly all actives have a fitted effect of over 60% in size
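Read-out: GFP aggregate count by laser scanning cytometer (488 nm excitation, 500-530 nm emission, 1–25 µm objects >6 SD above background). Cells: PC12, inducible HTTex1-Q103-GFP, 100 nM tebufenozide; compounds titrated.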
CBFb-RUNX1 inh = CBF-beta/RUNX1 interaction disruption | Potency, µM (titrated, usually from 59.8 µM), for the others: top-dose activity, negative = inhibition, hits mostly inhibitors | AID 1477 | Q01196+Q13951 | 230,000 tested, under 10 active | AlphaScreen CBFb-His/RUNX1-biotin binding, biochemical; note: % of control where 0% means no effect
Target sequence (Q01196 whole entry, looked up): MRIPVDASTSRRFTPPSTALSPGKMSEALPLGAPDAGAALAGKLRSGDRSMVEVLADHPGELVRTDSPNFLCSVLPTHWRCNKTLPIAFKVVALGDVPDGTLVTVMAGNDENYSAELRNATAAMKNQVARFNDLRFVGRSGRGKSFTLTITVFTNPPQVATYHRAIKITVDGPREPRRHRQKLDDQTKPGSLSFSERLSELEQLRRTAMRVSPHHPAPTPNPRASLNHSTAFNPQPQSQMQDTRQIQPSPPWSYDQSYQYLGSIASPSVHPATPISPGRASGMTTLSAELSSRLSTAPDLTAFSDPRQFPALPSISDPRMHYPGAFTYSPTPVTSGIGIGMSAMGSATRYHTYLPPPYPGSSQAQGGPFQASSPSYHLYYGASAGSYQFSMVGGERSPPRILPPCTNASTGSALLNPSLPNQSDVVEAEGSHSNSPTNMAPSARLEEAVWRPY
Target sequence (Q13951 whole entry, looked up): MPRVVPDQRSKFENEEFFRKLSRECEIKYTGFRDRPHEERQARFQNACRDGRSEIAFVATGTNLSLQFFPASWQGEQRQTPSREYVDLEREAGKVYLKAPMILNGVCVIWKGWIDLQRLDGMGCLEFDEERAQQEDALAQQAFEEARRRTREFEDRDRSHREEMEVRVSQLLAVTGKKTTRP
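Read-out: AlphaScreen. Format: His-CBF-beta with biotinylated RUNX1 (30 nM each) preincubated 20 min, compound 15 min, Ni-chelate plus streptavidin beads 90 min; room temperature throughout.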
Lamin A splicing = changes lamin A minigene splicing in HeLa cells; HeLa LMNA splicing GFP/RFP minigene ratio, 48 h; Potency, µM (series often up to 46.1 µM), without a hit: top-dose ratio change, negative = inhibition, actives largely listed as inhibitors; actives 0.01% (n = 200,000); active = well fitted inhibition curve with a large enough effect in the signal ratio, with a control signal flat, not every such curve was filed as active; inconclusive = small, poorly fitted or top-dose-only effect, or effect the other way, or a change in a side signal; the % refers to the signal ratio; note: potency is the fitted concentration of half-maximal effect; % is set by controls: 0 for no effect and ±100 for the full control effect
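S3 HeLa cells stably expressing lamin A-EGFP splicing minigene plus DsRed2, 600 cells/well, 48 h compound exposure at 37C. Laser-scanning cytometry; analysed as GFP (500-530 nm)/RFP (575-640 nm) total intensity ratio; 0.5% DMSO vehicle.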
IMPase Li inh = IMPase inhibition in cells with lithium potentiation; actives 0.35% (n = 210,000); CHO-M1 cells, IP1 TR-FRET (IP-One), carbachol + lithium; Potency, µM (doses to about 59.4 µM), for the others: top-dose activity, negative = IMPase inhibition, usual class: inhibitors;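 note: IP1 builds up when IMPase is blocked and the TR-FRET signal falls; potency is the fitted concentration of half-maximal effect; plate controls were basal vehicle for no effect and high inhibitor control for full effect; nearly all actives have a fitted effect of over 50% in size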
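CHO-M1, 2000 cells/well, 16–30 h culture; cpd + low Li+, 30 min 37C; lysis with d2-IP1/Eu-anti-IP1 Ab, 10 min RT; TR-FRET 665/620 ratio and 620 channel; AC50 via Hill.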
Starred values were filed as active, the others as inactive; ? = inconclusive; nt = not tested or not shown; [ ] = remark or other dose. Unless noted, calls come from the whole dose curve; as a rule, active = well fitted curve in the direction sought with a large enough effect; inconclusive = small, poorly fitted or top-dose-only effect, or another doubt; inactive = no such curve, though single readings can be large; an effect the other way counts as inactive or inconclusive.

SMILES | KinaseGlo FLuc | HTT cytoprotect | SMN2 splice up | HTT aggregate | CBFb-RUNX1 inh | Lamin A splicing | IMPase Li inh
COC(=O)C1=C(CSCc2ccccc2)NC(=O)NC1c1cc(C)ccc1C (configuration not stated) | -5.6% | -38.7%[inhibitor] | -8.9% | ? | -1.5% | -3.5% | -8.9%[38.3 µM]
COc1ccc(CNc2ncnc3ccc(-c4ccc(C(=O)N(C)C)cc4)cc23)c(OC)c1 | nt | -82.3%[inhibitor] | nt | nt | nt | ? | 5.5%
O=C(Nc1ccncc1)c1sc2ccccc2c1Cl | -4.2% | -83.5%[inhibitor] | ? | -22.7% | 4.5% | nt | -4.0%
Nc1nnc(CSCc2ccc(F)cc2)s1 | 0.4% | -9.5%[10 µM] | -7.3% | -1.6% | 5.1% | 0.7% | -2.5%[38.3 µM]
CCCCN1CNC(=S)N(c2cc(C)ccc2C)C1 | -0.2% | 8.6% | -15.2% | 13.0% | -0.3% | 5.6% | 18.8%[38.3 µM]
CCOCc1c(C(=O)Nc2cc(OCC)c(N3CCOCC3)cc2OCC)oc2ccccc12 | -1.1% | -16.6% | -59.3%[inhibitor] | -1.0% | -10.4% | -12.2%[46 µM] | -0.5%
CC(=O)c1sc(N/N=C\c2ccccc2O)nc1C | -4.8% | 16.2%[10 µM] | ? | 9.0%[9.22 µM] | -4.0% | ? | 14.1%
COCCn1c(=NC(=O)CSC(C)=O)sc2cc(OC)ccc21 | -5.2% | 20.0%[10 µM] | -11.4% | -26.2% | 7.6% | 11.2% | 34.5%[38.3 µM]
COC(=O)c1c(C)oc(C)c1S(=O)(=O)N(Cc1ccccc1)C(C)C | nt | 10.6%[10 µM] | nt | 9.7%[9.22 µM] | 11.9% | nt | nt
NC(=NC(=O)c1ccccc1)N1CCOCC1 | 6.7% | -0.7% | 8.7% | 5.1% | 10.4% | -0.7% | 6.3%[38.3 µM]
COc1ccc(S(=O)(=O)N(C)CC(=O)Nc2cccc(C(C)=O)c2)cc1C | -2.8% | -5.6% | -3.7% | 13.3% | -2.0% | ? | -9.1%[38.3 µM]
CCCn1c(C2CC(=O)N(c3ccc(C)cc3)C2)nc2ccccc21 (configuration not stated) | -4.0% | -7.2% | -5.8% | 1.2% | -4.4% | 10.0% | -4.7%[38.3 µM]
O=S(=O)(c1cccc(S(=O)(=O)N2CCC(n3nnc4ccccc43)CC2)c1)N1CCCCC1 | nt | -12.4%[10 µM] | nt | -10.8% | -2.6% | ? | nt
C=CCNC(=O)c1onc(CSc2ccccc2CC)c1C(=O)O | 1.3% | -11.5% | 11.9% | 6.1% | -2.6% | ? | -3.2%[38.3 µM]
NC(=O)Nc1ccccc1C(=O)N1CCC(O)(c2ccc(Cl)cc2)CC1 | -3.4% | nt | 5.2% | 16.5% | 1.0% | 4.7% | -1.8%
Cc1c(C(=O)C(=O)N2c3ccc(F)cc3CCC2C)c2ccccc2n1C (configuration not stated) | 4.2% | -65.8%[inhibitor][10 µM] | -36.2%[inhibitor] | -1.8% | -2.2% | ? | 9.4%
C/C(N)=C(/C#N)C(=O)COC(=O)Cc1coc2cc(C)ccc12 | -3.0% | -37.9%[inhibitor] | ? | -18.4% | -2.1% | 8.0%[46 µM] | 12.5%
O=C(N/N=C/C1CCCCC1)c1cc(Cl)ccc1O | 0.0% | 8.4% | -11.2% | 7.5% | -0.4% | -1.0% | 5.4%[38.3 µM]
CN(C)CCOc1cc(Cl)cc(Cl)c1 | nt | 4.5%[10 µM] | nt | -0.8%[9.22 µM] | 11.0% | nt | 6.2%
CN(C)S(=O)(=O)c1ccc(Cl)c(NC(=O)COC(=O)CN2C(=O)NC(C)(C)C2=O)c1 | -0.1% | -6.8%[10 µM] | 5.9% | -2.9% | -5.0% | 1.2% | -3.5%
Cc1cc(C)nc(/N=C(\N)N2CCc3ccccc32)n1 | -0.7% | -9.2%[10 µM] | nt | -23.9%[9.22 µM] | 4.5% | 2.0%[46 µM] | 0.0%
CC1=CCC(C(=O)O)C(C(=O)O)C1 (configuration not stated) | -1.0% | 5.5%[10 µM] | -7.9% | 10.1% | 2.0% | -1.9% | -3.4%[38.3 µM]
COc1cc(C2NC(=O)NC(C)=C2C(=O)NCc2ccccc2)c(Cl)cc1O (configuration not stated) | 18.2% | -52.0%[inhibitor] | 6.7% | -4.7% | 0.0% | 1.3% | 24.2%[38.3 µM]
COc1ccc(CCNC(=O)CCn2cccc2)cc1OC | -0.9% | -8.2% | 1.3% | 11.5% | -2.6% | 6.7% | 7.4%[38.3 µM]
COc1ccc(-c2cn3c(C)c(C(=O)Nc4cccc(C)n4)sc3n2)cc1 | -2.0% | 30.7%[10 µM] | ? | ? | -17.9% | ? | 9.1%

Carrying on:
SMILES | KinaseGlo FLuc | HTT cytoprotect | SMN2 splice up | HTT aggregate | CBFb-RUNX1 inh | Lamin A splicing | IMPase Li inh
CC(C)(C)C(=O)COC(=O)C1CC(=O)N(c2ccccc2)C1 (configuration not stated) | 0.0% | -20.4%[10 µM] | nt | 4.3%[9.22 µM] | 8.3% | 15.7%[46 µM] | -0.6%
CCOCCn1c(CN2CCN(c3cccc(Cl)c3)CC2)nc2c1c(=O)n(C)c(=O)n2C | 3.8% | -26.4% | -33.5%[inhibitor] | -11.7% | -5.9% | -6.1% | 17.6%[38.3 µM]
COc1ccc(CNC(=O)COC(=O)c2c[nH]c(=O)[nH]c2=O)cc1OC | -7.2% | 6.5% | 5.2% | -6.1% | 0.4% | -5.0% | 7.3%[38.3 µM]
CCOC1(OCC)N=C(N)C2(C#N)C(c3cccc(OC)c3OC)C12C#N (configuration not stated) | nt | -39.9%[inhibitor] | nt | 3.1% | 3.5% | ? | nt
Nc1c(NC(=O)CC[n+]2ccccc2)cccc1[N+](=O)[O-] | -0.7% | nt | 7.2% | 13.1% | -7.0% | ? | 4.3%
Cc1cccc(OCC(=O)NNC(=O)CCc2ccccc2)c1 | 2.0% | -4.6%[10 µM] | nt | 9.7%[9.22 µM] | 4.1% | nt | -3.9%
COc1cc(-c2nc3cccc(C)n3c2NCC2CCCO2)ccc1O (configuration not stated) | -0.3% | 15.8%[10 µM] | 28.2% | 11.5%[9.22 µM] | -0.6% | nt | 7.0%
CC1(C)COC2(OC1)C(=O)Nc1ccccc12 | -1.1% | -32.0%[10 µM] | nt | -0.6%[9.22 µM] | 1.0% | nt | 23.7%
Cn1nnnc1SCC(=O)Nc1ccccc1[N+](=O)[O-] | 0.5% | 20.7% | -13.5% | -13.0% | -4.0% | -1.0% | -5.3%[38.3 µM]
CC(=O)N[C@@H](CC(=O)O)C(=O)O | -1.4%[17.1 µM] | ? | 7.7%[20.6 µM] | nt | 8.9%[21.7 µM] | -3.1% | 1.7%
COC(=O)c1sc(S(=O)(=O)NCc2cccs2)c(C(=O)OC)c1C | 7.8% | 5.2%[10 µM] | -23.7% | -9.0% | 25.0% | -3.1% | 18.0%
O=C(O)CSc1nnc(Cn2cnc3ccccc32)n1CCc1ccccc1 | 1.2% | 5.2%[10 µM] | -1.9% | -23.0% | -6.6% | 1.2% | -0.9%[38.3 µM]
O=C(COC(=O)c1cccc(NS(=O)(=O)c2ccc(F)c(F)c2)c1)NC(=O)NC1CCCCC1 | -1.7% | 19.5%[10 µM] | 4.1% | 6.5% | 5.4% | ? | 4.8%
CCOC(=O)CCC(=O)N1CCOCCOCCN(C(=O)CCC(=O)OCC)CCOCC1 | -4.3% | 24.0%[10 µM] | -10.0% | 11.5% | -1.7% | 2.6% | 10.7%[38.3 µM]
Cc1c(Cl)cccc1NC(=S)NCc1ccc2c(c1)OCO2 | 1.7% | nt | 7.9% | 14.6% | -6.4% | ? | -1.0%
CCN(CC)c1ccc(C=Nc2ccc(N(C)C)cc2)c(O)c1 | -7.2% | -10.6% | -1.1% | ? | ? | -6.8% | 12.1%[38.3 µM]
OCC1O[C@H](OC2C(CO)O[C@@](O)(CO)C2O)C(O)C(O)C1O (some centres not stated) | -4.8% | -6.3% | -2.5% | 11.5% | 19.4% | nt | 30.6%[activator]
CC1(C)Cc2c(ccc3ccccc23)C(NNC(=O)c2cccnc2)=N1 | 5.8% | 4.9% | 15.6% | 15.7% | 1.2% | 7.1% | -3.8%[38.3 µM]
CCOCCCNC(=O)c1ccc(Br)cc1 | 1.9% | -14.1% | 20.2% | 16.7% | 0.3% | -3.7% | 1.0%[38.3 µM]
Cc1c(N2C(=O)c3cccc4cccc(c34)C2=O)cnn1C | nt | 13.9%[10 µM] | nt | 13.0%[9.22 µM] | -0.7% | nt | nt
O=C(O)C1C2CCC(O2)C1C(=O)NCc1ccc(Cl)cc1 (configuration not stated) | 0.2% | nt | 2.5% | 7.9% | 2.9% | 7.1% | 0.4%
Oc1ccc(Br)cc1/C=N/n1cnc2ccccc21 | -5.9% | -6.0%[0.074 µM] | 25.6% | -18.4% | -5.3% | ? | -3.1%[38.3 µM]
COc1ccc(NC(=O)CC2CCCCC2)cc1OC | -0.7% | -12.3% | -3.3% | -1.6% | 4.0% | 10.9% | -1.8%[38.3 µM]
Cc1ccc(NC(=O)CN(C)CC(=O)Nc2ccccc2Oc2ccccc2)cc1 | 0.5% | -20.4%[10 µM] | -9.0% | 10.9% | 3.7% | 17.2%[46 µM] | 3.4%
CO/N=C/CC(=O)Nc1ccc(F)cc1F | 0.7% | -7.1% | -2.4% | -0.4% | 2.7% | -6.0% | 0.2%[38.3 µM]
COc1ccc(-c2nc(N)n(C(=O)c3ccc(C)cc3)n2)cc1 | 0.4% | 13.9%[10 µM] | 27.1% | -9.0% | -1.3% | -13.6% | -3.9%
CCOc1ccc2[nH]c(=O)c(CN(CCN3CCCC3)C(=S)Nc3ccccc3OCC)cc2c1 | -1.3% | -44.6%[10 µM] | nt | -9.8%[9.22 µM] | 4.0% | nt | 1.8%

Of the compounds above, these have an aryl thioether with sulfur outside any ring.
SMILES | KinaseGlo FLuc | HTT cytoprotect | SMN2 splice up | HTT aggregate | CBFb-RUNX1 inh | Lamin A splicing | IMPase Li inh
C=CCNC(=O)c1onc(CSc2ccccc2CC)c1C(=O)O | 1.3% | -11.5% | 11.9% | 6.1% | -2.6% | ? | -3.2%[38.3 µM]
Cn1nnnc1SCC(=O)Nc1ccccc1[N+](=O)[O-] | 0.5% | 20.7% | -13.5% | -13.0% | -4.0% | -1.0% | -5.3%[38.3 µM]
O=C(O)CSc1nnc(Cn2cnc3ccccc32)n1CCc1ccccc1 | 1.2% | 5.2%[10 µM] | -1.9% | -23.0% | -6.6% | 1.2% | -0.9%[38.3 µM]
